GlmU inhibition = inhibition of mycobacterial GlmU enzyme – biochemical, glucosamine-1-phosphate acetyltransferase (AID 1376) | M. tuberculosis GlmU acetyltransferase enzyme assay; higher % means a stronger effect | inhibition, %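 (tested at 30 µM in the primary screen)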; hits with a dose series show IC50 in µM | 0.25% of 220,000 active | Bifunctional protein GlmU (Mycobacterium tuberculosis (strain ATCC 25618 / H37Rv)); in the data active means inhibition above about 13%;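 further: 0% = complete reaction with vehicle and 100% = reaction without substrate; strong numbers were not always called active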
Mtb RmlCD inh = M. tuberculosis RmlC/RmlD coupled enzyme inhibitors, primary screen, biochemical, compound mixtures, 384-well, from 1536-well plates | dTDP-4-dehydrorhamnose reductase (Mycobacterium tuberculosis (strain ATCC 25618 / H37Rv)) … | RmlC+RmlD coupled enzyme assay, percent inhibition; primary screen in compound mixtures | inhibition, % at 3.6 µM | 0.03% of 160,000 active; in the data active means inhibition mostly above about 34%, no sharp cut-off; further: some results filed as inactive read as strong as hits
Target sequence (P9WH09 whole entry, looked up): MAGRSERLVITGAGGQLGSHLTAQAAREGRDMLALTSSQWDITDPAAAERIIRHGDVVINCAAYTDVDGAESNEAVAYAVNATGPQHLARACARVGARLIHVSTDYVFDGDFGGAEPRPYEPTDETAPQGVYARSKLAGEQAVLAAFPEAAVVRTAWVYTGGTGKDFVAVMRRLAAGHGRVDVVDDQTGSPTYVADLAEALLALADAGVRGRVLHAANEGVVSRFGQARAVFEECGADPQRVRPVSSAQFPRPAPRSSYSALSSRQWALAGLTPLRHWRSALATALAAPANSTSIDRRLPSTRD
Target sequence (P9WH11 whole entry, looked up): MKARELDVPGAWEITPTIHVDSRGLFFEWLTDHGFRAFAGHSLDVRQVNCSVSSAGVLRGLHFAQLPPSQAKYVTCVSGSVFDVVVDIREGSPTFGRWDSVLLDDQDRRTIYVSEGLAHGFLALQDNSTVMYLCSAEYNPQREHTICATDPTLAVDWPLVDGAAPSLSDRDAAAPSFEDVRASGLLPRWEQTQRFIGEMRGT
Numbers without * were called inactive; x = no result given.

SMILES	GlmU inhibition	Mtb RmlCD inh
O=C(CN1C2CCC1CC(O)(c1cccnc1)C2)Nc1ccc2c(c1)OCO2 (stereo not drawn)	2.7%	9.9
CCc1ccc(N2C(=O)C(Cl)=C(N3CCOCC3)C2=O)cc1	5.5%	-10.7
Cc1cc(C)cc(OCC(=O)NNC(=O)c2cc3ccccc3o2)c1	7.2%	13.4
COc1ccc2nc(NC(=O)CSc3nc(C)cc(=O)[nH]3)sc2c1	-0.8%	7.2
CC(=O)Nc1ccc(S(=O)(=O)NCC2CCC(C(=O)NCCCN3CCCC3=O)CC2)cc1 (stereo not drawn)	0.7%	8.4
CCCCNC(=O)C1CCCN1S(=O)(=O)c1cccc2nsnc12 (stereo not drawn)	-1.6%	2.6
Fc1ccc(-n2cc(-c3ccccc3)c3c(N4CCOCC4)ncnc32)cc1	6.5%	-0.8
CC(C)(C)c1cc(C(=O)NNS(=O)(=O)c2ccccc2)n[nH]1	-2.0%	x
COc1ccc(C(=O)C2CCCN(Cc3nc4ccccc4nc3C)C2)cc1OC (stereo not drawn)	-5.4%	x
CCc1nc(CN2CCN(Cc3ccc(F)c(F)c3)C(CCO)C2)c(C)[nH]1 (stereo not drawn)	1.2%	-0.4
N#Cc1c(-c2ccccc2)nc(SCC(=O)Nc2ccccc2)[nH]c1=O	3.3%	x
O=[N+]([O-])c1ccc(N2CCCC2)nc1	-1.6%	-7.5
O=C(O)c1cc(NC(=S)NC(=O)C(c2ccccc2)c2ccccc2)ccc1Cl	8.4%	-13.6
CCN1CCN(Cc2ccc(NC(=O)c3cc(NC(=O)c4cnn(-c5ccccc5)c4N)cc(OC)c3)cc2C(F)(F)F)CC1	-5.2%	x
Cc1ccc(NC(=O)C2CCCN(C(=O)c3ccc(Cl)cc3)C2)c(C)c1 (stereo not drawn)	0.6%	-7.3
COc1ccc(OCc2nnc(SCC(=O)c3c(N)n(C)c(=O)n(C)c3=O)n2-c2ccccc2F)cc1	3.0%	-17.1
COc1ccc2[nH]c(=O)c(CN(Cc3ccco3)C(c3nnnn3Cc3ccccc3)C(C)C)cc2c1 (stereo not drawn)	-8.4%	101.5
CCCn1nnnc1SCC(=O)c1ccc2c(c1)OCCO2	0.7%	8.6
COc1ccc2c(c1)CCc1c(C(=O)Nc3ccc(OC)c(OC)c3)noc1-2	4.9%	7.7
COc1ccc(NC(C)=O)cc1S(=O)(=O)N1CCc2ccccc21	0.3%	x
COc1cc(C(=O)OCC(=O)N2CCCC2)cc(OC)c1OC	-3.7%	9.6
CCOc1cc(C2C(C(C)=O)=C(O)C(=O)N2CCc2c[nH]c3ccccc23)ccc1O (stereo not drawn)	7.8%	-14.2
C[C@]1(C2CCCC2)Cc2cc(OCC(=O)O)c(Cl)c(Cl)c2C1=O	6.7%	x
CC(C)(C)c1ccc(C(=O)C=[N+]=[N-])cc1	6.7%	x
CN=C1SC(CC(=O)NCCc2ccc(OC)c(OC)c2)C(=O)N1C (stereo not drawn)	0.2%	x

A few values from the entries so far.
Fc1ccc(-n2cc(-c3ccccc3)c3c(N4CCOCC4)ncnc32)cc1 in Mtb RmlCD inh shows -0.8
CCc1nc(CN2CCN(Cc3ccc(F)c(F)c3)C(CCO)C2)c(C)[nH]1 (stereo not drawn) in Mtb RmlCD inh shows -0.4
CC(=O)Nc1ccc(S(=O)(=O)NCC2CCC(C(=O)NCCCN3CCCC3=O)CC2)cc1 (stereo not drawn) in GlmU inhibition shows 0.7%

Next entries:
SMILES	GlmU inhibition	Mtb RmlCD inh
O=C(CC1Nc2ccccc2NC1=O)NCCc1ccccc1 (stereo not drawn)	6.9%	-4.7
Cc1cc(NC(=O)C(C)SCC(=O)O)no1 (stereo not drawn)	-0.9%	-0.2
COc1ccc(CCNC(=O)CC2SC(=NCc3ccccc3)NC2=O)cc1 (stereo not drawn)	-0.1%	x
Cc1cc(C)c2c(c1)OC(O)(C(F)F)CC2=O (stereo not drawn)	5.9%	x
CCOc1ccc(Nc2cc(C)nc(N3CCOCC3)n2)cc1	-1.4%	9.7
CCOC(=O)Cc1cc(-c2ccc(F)cc2)nc2ccc3ccccc3c12	0.5%	x
CCCCCn1nc(-c2ccccc2)c2nc3ccccc3nc21	5.8%	16.5
N#Cc1ccc(/C=N/NC(=S)Nc2ccc(S(=O)(=O)N3CCOCC3)cc2)cc1	-2.5%	-17.1
S=C(NCCc1ccccc1)N1CCN(C23CC4CC(CC(C4)C2)C3)CC1	-2.3%	x
COCc1cc(C)n(CC(=O)Nc2cc(C)cc(C)c2)c(=O)c1C#N	-3.6%	-12.2
CCN(CCn1cccn1)C(=O)CC1C(=O)NCCN1Cc1cc(OC)cc(OC)c1 (stereo not drawn)	-0.1%	-1.6
O=c1cc(-c2ccccc2)c2c([nH]1)CCCC2	0.5%	11.6
CCOc1ccc(CN2CCN(Cc3nc(C(C)C)cs3)CC2CCO)cc1 (stereo not drawn)	2.3%	x
O=C1CSC(c2ccncc2)N1Cc1ccco1 (stereo not drawn)	8.1%	2.7
COc1cccc(CN(CC(=O)NC2CCCC2)C(=O)CCC(=O)Nc2cc(C)on2)c1	x	14.1
CCOc1[nH]n(-c2ccccc2)c(=O)c1C=Nc1ccc(F)cc1F	-1.0%	-6.7
Cc1ccc(C(=O)NCCc2nc3ccccc3[nH]2)cc1[N+](=O)[O-]	-8.6%	11.6
CN(c1cccc(Cl)c1)S(=O)(=O)c1cccc(C(=O)NC2=NCCS2)c1	-1.4%	x
CC(=O)c1cc(-c2ccccc2)n(CCC(=O)NC2CCC(C)CC2)c1C (stereo not drawn)	3.2%	7.3
COC(=O)c1sc(C(F)(F)F)c(-c2ccccc2)c1S(=O)(=O)N(C)C	-3.6%	0.2
COC(=O)C[C@H]1c2cc(C(F)(F)F)ccc2S(=O)(=O)N1Cc1ccc(OC)cc1	3.5%	x
Cc1cccc(C)c1NC(=O)CSc1nnnn1C	1.8%	-0.7
O=C(O)c1ccccc1S(=O)(=O)Cc1ccccc1	-4.7%	x
CS(=O)(=O)NCCCNc1c(Cl)cccc1[N+](=O)[O-]	-2.7%	x
CCCOc1ccc2oc(=O)c3c(c2c1)CCCN3C(=O)CN1CCN(C(=O)c2ccco2)CC1	x	26.1
SMILES	GlmU inhibition	Mtb RmlCD inh
Cc1ccccc1OCCNC(=O)CSc1ccc(C(F)(F)F)cc1[N+](=O)[O-]	-3.4%	9.3
COCCn1c(SCC(=O)Nc2cccc(OC)c2)nnc1-c1ccccc1	-0.1%	7.1
O=C(CNS(=O)(=O)c1cccc(Cl)c1)Nc1ccc(-c2nc3ccccc3s2)cc1	1.6%	-6.8
Cc1ccc(NC(=O)c2nc[nH]c2C(=O)N2CCOCC2)c(C(=O)c2ccccc2)c1	1.3%	8.2
O=c1cc(-c2ccccc2)[nH]c2cc(F)ccc12	-4.8%	x
Cc1ccc(CNC(=O)C2CCCN(c3nc(C)cc(C)n3)C2)cc1 (stereo not drawn)	0.7%	x
CCC1=[N+](CC(=O)c2ccc(Br)cc2)CCn2c(C)ccc21	-4.5%	-2.5
O=C1NCCN1CCNS(=O)(=O)c1ccc(F)c(Cl)c1	0.1%	8.6
O=C(c1ccco1)N1CCN(c2ccc(Cl)c(Cl)c2)CC1	3.6%	x
COc1cccc(C(=O)Nc2ccc(NC(C)=O)cn2)c1	5.3%	2.0
Cc1cc(OC(=O)c2ccco2)c2c3c(c(=O)oc2c1)CCC3	-2.2%	2.4
Cc1ccc(S(=O)(=O)NCCC(=O)OCC(=O)Nc2cccc(S(=O)(=O)NC3=NCCCCC3)c2)cc1	8.8%	-9.1
Nc1nncn1C(=O)c1c(Cl)cccc1Cl	2.8%	-7.5
COC(=O)c1cnn2c1C(=O)N(Cc1cccs1)CC2	4.6%	0.6
Cc1ccc(CSc2nnc([C@@H]3CCCN3)o2)cc1	1.4%	-4.6
COc1ccc(CC(=O)NNC(=O)Cc2ccc(OC)cc2)cc1	8.1%	-6.2
Cc1nc2cc3nc(C(F)(F)F)[nH]c3cc2[nH]1	-2.3%	0.6
Cc1ccnc(NC(=O)/C=C/c2cccs2)c1	-2.6%	4.4

Taken from the entries so far (7 entries):
SMILES	GlmU inhibition	Mtb RmlCD inh
Cc1ccccc1OCCNC(=O)CSc1ccc(C(F)(F)F)cc1[N+](=O)[O-]	-3.4%	9.3
COCCn1c(SCC(=O)Nc2cccc(OC)c2)nnc1-c1ccccc1	-0.1%	7.1
O=C(CNS(=O)(=O)c1cccc(Cl)c1)Nc1ccc(-c2nc3ccccc3s2)cc1	1.6%	-6.8
Cc1ccc(NC(=O)c2nc[nH]c2C(=O)N2CCOCC2)c(C(=O)c2ccccc2)c1	1.3%	8.2
O=c1cc(-c2ccccc2)[nH]c2cc(F)ccc12	-4.8%	x
Cc1ccc(CNC(=O)C2CCCN(c3nc(C)cc(C)n3)C2)cc1 (stereo not drawn)	0.7%	x
CCC1=[N+](CC(=O)c2ccc(Br)cc2)CCn2c(C)ccc21	-4.5%	-2.5

Of the compounds above, these have a COOH group.
SMILES	GlmU inhibition	Mtb RmlCD inh
O=C(O)c1cc(NC(=S)NC(=O)C(c2ccccc2)c2ccccc2)ccc1Cl	8.4%	-13.6
C[C@]1(C2CCCC2)Cc2cc(OCC(=O)O)c(Cl)c(Cl)c2C1=O	6.7%	x
Cc1cc(NC(=O)C(C)SCC(=O)O)no1 (stereo not drawn)	-0.9%	-0.2
O=C(O)c1ccccc1S(=O)(=O)Cc1ccccc1	-4.7%	x

Not all compounds are listed (hit frequency here may not be typical).
